Ins promoter up: MIN6 insulin promoter up-regulation; MIN6 insulin promoter-GFP reporter, high-content imaging; stronger effect = higher value; z-score at 5 µM; hit rate 0.3% among 190,000;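 active = z-score above 3 at 5 µM with at least 500 cells counted in the well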
Lipid droplet: modulators of hepatic lipid droplet formation | AML12 mouse hepatocytes, oleate lipid droplets, BODIPY imaging | inhibition, % at 6.5 µM | hit rate 0.4% among 240,000 | AID 1656;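 active = lipid droplet intensity inhibited by at least 50%, with more than 500 cells counted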
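Technique: fluorescence imaging, 20x objective, two fields per well / Assay system: AML12 hepatocytes (mouse) / Measure: % inhibition of lipid droplet signal / Doses: 6.5 µM single-point dosing / Incubation: overnight exposure / Reagent: 100 µM oleic acid challenge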
MT stabilize HCS: stabilizes microtubules in HeLa cells. HeLa tubulin immunostaining HCS, 24 h; share of cells brighter than vehicle mean+2SD. % tubulin-high responders, % at 10 µM. hit rate 0.83% among 200,000. AID 2205;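 active = plate Z-score above 3 for both tubulin-high and condensed-nucleus cell shares, with cell loss under 80%, at 10 µM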;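 note: anti alpha tubulin signal scored within the nucleus-defined area of each cell; some results filed as inactive read as strong as hits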
Autophagy HCS: alters autophagy in cells; MEF GFP-LC3 puncta imaging; test concentration mostly 10 µM; calls only at 10 µM (by protocol); hit rate 0.98% among 190,000; AID 463193;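 active = percentage of spot-positive cells more than 3 SD above its plate mean, without a fluorescence outlier flag or 80% toxicity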;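 note: spot-positive cell cutoff set from DMSO-treated cells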
Dynein transport: dynein cargo transport inhibition; 3617.4 mouse cells, GR-EGFP nuclear translocation imaging; test concentration mostly 20 µM; stimulated with dexamethasone, 1 µM; stronger effect = lower value; AID 1381; z-score, hits read low; hit rate 0.47% among 220,000;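 active = plate z-score of nuclear minus cytoplasmic receptor signal below a set negative limit, without overly bright fluorescence or cell loss, cut at about -3.5 in these data, passing the limit was not always enough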;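 note: z-score of nuclear minus cytoplasmic ring GR-EGFP intensity difference per well; some compounds called inactive have numbers as strong as hits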
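Buffer or medium: tet-free, stripped-serum medium; reagent: dexamethasone at 1.0 µM final, 30 min; incubation: 48 h induction, 1 h compound, 30 min dex at 37 °C; measured by: formaldehyde fixation, Hoechst nuclear stain, 10x automated fluorescence imaging; read-out: nuclear-to-cytoplasmic GR-EGFP distribution per well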
XIAP antagonists: small molecules displacing peptide from XIAP – biochemical, IAP family, fluorescence polarization (AID 1018). displacement, % at 20 µM, or IC50 in µM where a hit was titrated. hit rate 0.007% among 200,000. XIAP BIR domain, fluorescence polarization peptide displacement; higher % means a stronger effect; in the data active = displacement above about 50%; note: a part of the inactive calls stands beside numbers as strong as those of hits
WT yeast gro inh: growth inhibition of WT yeast, mitochondrial fusion screen | hit rate 2.1% among 190,000 | mitochondrial fusion phenotypic screen, WT strain | inhibition, % at 10 µM; in the data active = inhibition above about 58%; tested in S. cerevisiae
CSM14.1 death rescue: protection against thapsigargin-triggered cell killing – 384-well, CSM14.1, ATP luminescence, primary screen (AID 1222) | CSM14.1 thapsigargin-induced death rescue, ATP luminescence; higher % means a stronger effect | one-dose cellular ATP content (survival), % at 20 µM; EC50 in µM for titrated hits | 190,000 tested, under 10 active;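 active = EC50 below 50 µM in the dose-response confirmation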;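 note: death triggered by thapsigargin at about 15 µM added after 2 h compound pretreatment; cell ATP read after overnight thapsigargin exposure of roughly 18 to 22 hours; normalized against plate controls of thapsigargin alone and 5% DMSO vehicle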
b-catenin transl: beta-catenin nuclear translocation modulation | HeLa beta-catenin nuclear translocation, immunofluorescence imaging | nuclear translocation activity, % at 5 µM | hit rate 0.3% among 190,000;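 active = nuclear translocation activity above 50% at 5 µM, with a well cell count of 50 or more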;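 note: per-cell ratio of nuclear to cytoplasmic median beta-catenin stain intensity; plate controls were DMSO negative control for no effect and GSK-3 inhibitor IX positive control for full effect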
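Read-out: Nuclear/cytoplasmic beta-catenin signal ratio, % activation | Assay system: Human HeLa cell line | Times: 24 h compound exposure at 37°C, 5% CO2 | Signal: Fluorescence imaging of beta-catenin antibody stain plus DAPI | Dosing: 5 µM primary, 0.02–20 µM confirmation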
WT yeast gro inh mutant strain: recorded beside WT yeast gro inh, whose call it bears; inhibition, %; mitochondrial fusion phenotypic screen, mutant strain inhibition
Dynein transport cytoplasmic EGFP: further read-out of Dynein transport, marked with its call; z-score; measured here: cytoplasmic GR-EGFP intensity; stronger effect = higher value
Dynein transport nuclear GR-EGFP: further read-out of Dynein transport, marked with its call; z-score; measured here: nuclear GR-EGFP intensity;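 lower value marks the stronger effect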
Dynein transport cell count: second read-out of Dynein transport, no call of its own (marks repeat the call); z-score; measured here: cell count per field
Ins promoter up cell count: second read-out of Ins promoter up, no call of its own (marks repeat the call); cell count; measured here: cytotoxicity, nuclei count;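 total cells summed across four imaged fields per well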
Lipid droplet cells 6.5 µM: second read-out of Lipid droplet, no call of its own (marks repeat the call); cell count; measured here: cell count, cytotoxicity flag;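 cells counted across two imaged fields per well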
b-catenin transl cell count 5 µM: recorded beside b-catenin transl, whose call it bears; cell count; measured here: cell count, cytotoxicity flag
MT stabilize HCS Hoechst-high %: further read-out of MT stabilize HCS, marked with its call; % Hoechst-high responders; measured here: nuclear condensation Hoechst responders;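 share of cells brighter than vehicle mean plus two SD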
MT stabilize HCS cytotoxicity %: second read-out of MT stabilize HCS, no call of its own (marks repeat the call); toxicity, %; measured here: cytotoxicity by cell density;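 0% = mean cell density of plate MIN control wells and 100% = no cells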
Autophagy HCS cell loss 18 h: recorded beside Autophagy HCS, whose call it bears; toxicity, %; measured here: cell loss, nuclei count;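 cell loss after 18 h compound exposure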
The depositor's hits bear a star.

Screening CSCc1nnc2n1-c1ccc(Cl)cc1C(c1ccccc1)=NC2 returned Ins promoter up -0.23, Lipid droplet -4, MT stabilize HCS 6.4, Autophagy HCS inactive, Dynein transport -0.22, XIAP antagonists -6.5%, WT yeast gro inh -14, CSM14.1 death rescue -0.2%, b-catenin transl 6.8, WT yeast gro inh mutant strain -3, Dynein transport cytoplasmic EGFP -0.15, Dynein transport nuclear GR-EGFP 0.23, Dynein transport cell count -1.3, Ins promoter up cell count 1381, Lipid droplet cells 6.5 µM 576, b-catenin transl cell count 5 µM 859, MT stabilize HCS Hoechst-high % 5.7, MT stabilize HCS cytotoxicity % 3.9 and Autophagy HCS cell loss 18 h -11.
For O=C(c1ccc(C(F)(F)F)cc1)C1CCCN(Cc2ccc(CO)o2)C1 (stereo unspecified) the results were Ins promoter up 1.2, Lipid droplet -8, MT stabilize HCS 4.0, Autophagy HCS inactive, Dynein transport 0.16, XIAP antagonists -10%, WT yeast gro inh 3, CSM14.1 death rescue -0.6%, b-catenin transl -1.4, WT yeast gro inh mutant strain 6, Dynein transport cytoplasmic EGFP -0.31, Dynein transport nuclear GR-EGFP -0.13, Dynein transport cell count 0.34, Ins promoter up cell count 1429, Lipid droplet cells 6.5 µM 734, b-catenin transl cell count 5 µM 1000, MT stabilize HCS Hoechst-high % 2.6, MT stabilize HCS cytotoxicity % 1.9 and Autophagy HCS cell loss 18 h 8.
`COc1ccc(N2C(=O)CC(N3CCC(n4c(=O)[nH]c5ccccc54)CC3)C2=O)cc1` (stereo unspecified) gave Ins promoter up -1.4, Lipid droplet 20, MT stabilize HCS 1.6, Autophagy HCS inactive, Dynein transport -0.42, XIAP antagonists -7.2%, WT yeast gro inh 7, CSM14.1 death rescue -1.1%, WT yeast gro inh mutant strain 17, Dynein transport cytoplasmic EGFP -0.04, Dynein transport nuclear GR-EGFP 0.12, Dynein transport cell count -0.17, Ins promoter up cell count 919, Lipid droplet cells 6.5 µM 796, MT stabilize HCS Hoechst-high % 0.9, MT stabilize HCS cytotoxicity % 7.7 and Autophagy HCS cell loss 18 h -3.
For CCOC(=O)C1=C(N)OC(C)=C(C(=O)OCCOC)C12C(=O)Nc1ccccc12 (stereo unspecified) the results were Ins promoter up -0.05, Lipid droplet -17, MT stabilize HCS 3.0, Autophagy HCS inactive, Dynein transport -0.55, XIAP antagonists 0.2%, WT yeast gro inh -8, CSM14.1 death rescue -0.8%, b-catenin transl -1.2, WT yeast gro inh mutant strain 0, Dynein transport cytoplasmic EGFP -0.25, Dynein transport nuclear GR-EGFP -0.38, Dynein transport cell count 1.4, Ins promoter up cell count 1887, Lipid droplet cells 6.5 µM 593, b-catenin transl cell count 5 µM 1082, MT stabilize HCS Hoechst-high % 1.6, MT stabilize HCS cytotoxicity % 6.8 and Autophagy HCS cell loss 18 h -2.
For Cc1cccc(OP(=O)(Nc2ccc(F)cc2)Oc2cccc(C)c2)c1 the results were Ins promoter up -0.04, Lipid droplet -2, MT stabilize HCS 3.8, Autophagy HCS inactive, Dynein transport -0.045, XIAP antagonists -3.5%, WT yeast gro inh 61*, CSM14.1 death rescue -0.2%, b-catenin transl -4.9, WT yeast gro inh mutant strain 25*, Dynein transport cytoplasmic EGFP -0.28, Dynein transport nuclear GR-EGFP 0.078, Dynein transport cell count 0.98, Ins promoter up cell count 1585, Lipid droplet cells 6.5 µM 692, b-catenin transl cell count 5 µM 1151, MT stabilize HCS Hoechst-high % 1.8, MT stabilize HCS cytotoxicity % 6.4 and Autophagy HCS cell loss 18 h -18.
Screening CCCn1nc2ccccc2c1P(=O)(N1CCOCC1)N1CCOCC1 returned Ins promoter up -0.02, MT stabilize HCS 1.8, Autophagy HCS inactive, Dynein transport -0.49, XIAP antagonists -2.9%, WT yeast gro inh 4, CSM14.1 death rescue -2.3%, b-catenin transl -9.4, WT yeast gro inh mutant strain -12, Dynein transport cytoplasmic EGFP -0.23, Dynein transport nuclear GR-EGFP 0.085, Dynein transport cell count 0.24, Ins promoter up cell count 1176, b-catenin transl cell count 5 µM 1024, MT stabilize HCS Hoechst-high % 1.5, MT stabilize HCS cytotoxicity % 5.2 and Autophagy HCS cell loss 18 h 2.
`O=C(Nc1nc(-c2ccccc2)c(-c2ccccc2)s1)c1ccc(S(=O)(=O)N(CCCl)CCCl)cc1` gave Ins promoter up 0.22, Lipid droplet 13, MT stabilize HCS 2.8, Autophagy HCS inactive, Dynein transport -0.99, XIAP antagonists -3.9%, WT yeast gro inh -11, CSM14.1 death rescue -2.3%, b-catenin transl 1.2, WT yeast gro inh mutant strain -17, Dynein transport cytoplasmic EGFP -0.3, Dynein transport nuclear GR-EGFP -0.8, Dynein transport cell count 0.73, Ins promoter up cell count 1124, Lipid droplet cells 6.5 µM 656, b-catenin transl cell count 5 µM 586, MT stabilize HCS Hoechst-high % 2.5, MT stabilize HCS cytotoxicity % 1.8 and Autophagy HCS cell loss 18 h 1.
Cn1c(O)c(/C=C2\N=c3ccccc3=C2CCNC(=S)NC2CC2)c(=O)n(C)c1=O was read as Ins promoter up 1.3, Lipid droplet -6, Dynein transport -1.4, b-catenin transl 23, Dynein transport cytoplasmic EGFP 0.17, Dynein transport nuclear GR-EGFP -0.73, Dynein transport cell count 0.29, Ins promoter up cell count 1018, Lipid droplet cells 6.5 µM 624 and b-catenin transl cell count 5 µM 314.
Clc1ccc(N2CCN(Cc3ccccc3Cl)CC2)cc1 was read as Ins promoter up 0.02, Lipid droplet -5, MT stabilize HCS 1.2, Autophagy HCS inactive, Dynein transport -0.27, XIAP antagonists 0.1%, WT yeast gro inh 44, CSM14.1 death rescue -0.4%, WT yeast gro inh mutant strain 64, Dynein transport cytoplasmic EGFP -0.15, Dynein transport nuclear GR-EGFP 0.061, Dynein transport cell count 0.67, Ins promoter up cell count 907, Lipid droplet cells 6.5 µM 716, MT stabilize HCS Hoechst-high % 1.3, MT stabilize HCS cytotoxicity % 2.9 and Autophagy HCS cell loss 18 h 2.
`O=C(COc1ccc2ccccc2c1)N1CCN(Cc2ccncc2)CC1` gave Ins promoter up 1.4, Lipid droplet 3, MT stabilize HCS 2.6, Autophagy HCS inactive, Dynein transport -0.64, XIAP antagonists -6.1%, WT yeast gro inh 16, CSM14.1 death rescue -1.7%, WT yeast gro inh mutant strain 12, Dynein transport cytoplasmic EGFP -0.22, Dynein transport nuclear GR-EGFP 0.17, Dynein transport cell count 1.1, Ins promoter up cell count 847, Lipid droplet cells 6.5 µM 784, MT stabilize HCS Hoechst-high % 1.2, MT stabilize HCS cytotoxicity % 5.4 and Autophagy HCS cell loss 18 h -12.
`CC1=NCCc2c1[nH]c1ccccc21` gave Ins promoter up 0.05, Lipid droplet 0, MT stabilize HCS 3.3, Autophagy HCS inactive, Dynein transport -0.76, XIAP antagonists -2.9%, WT yeast gro inh 10, CSM14.1 death rescue 1.1%, b-catenin transl -1.2, WT yeast gro inh mutant strain 2, Dynein transport cytoplasmic EGFP -0.067, Dynein transport nuclear GR-EGFP -0.37, Dynein transport cell count 0.53, Ins promoter up cell count 1253, Lipid droplet cells 6.5 µM 654, b-catenin transl cell count 5 µM 1143, MT stabilize HCS Hoechst-high % 1.5, MT stabilize HCS cytotoxicity % 7.6 and Autophagy HCS cell loss 18 h 1.
CCCCCCN=C(C)c1c(O)n(Cc2ccccc2)c(=O)[nH]c1=O was read as Ins promoter up 0.2, Lipid droplet -1, MT stabilize HCS 0.7, Autophagy HCS inactive, Dynein transport 1.1, XIAP antagonists 0.0%, WT yeast gro inh -1, CSM14.1 death rescue -2.2%, b-catenin transl 0.4, WT yeast gro inh mutant strain -7, Dynein transport cytoplasmic EGFP -0.16, Dynein transport nuclear GR-EGFP 0.58, Dynein transport cell count 0.092, Ins promoter up cell count 998, Lipid droplet cells 6.5 µM 779, b-catenin transl cell count 5 µM 1195, MT stabilize HCS Hoechst-high % 1.2, MT stabilize HCS cytotoxicity % 8.5 and Autophagy HCS cell loss 18 h 3.
O=C(Nc1ccc(F)cc1)c1c(O)c2c(n(Cc3ccccc3)c1=O)CCCC2 was read as Ins promoter up -0.1, Lipid droplet 3, MT stabilize HCS 2.6, Autophagy HCS inactive, Dynein transport 0.54, XIAP antagonists -6.7%, WT yeast gro inh 12, CSM14.1 death rescue -2.4%, b-catenin transl -0.4, WT yeast gro inh mutant strain -9, Dynein transport cytoplasmic EGFP -0.24, Dynein transport nuclear GR-EGFP 0.92, Dynein transport cell count 0.35, Ins promoter up cell count 1077, Lipid droplet cells 6.5 µM 789, b-catenin transl cell count 5 µM 543, MT stabilize HCS Hoechst-high % 1.9, MT stabilize HCS cytotoxicity % 8.0 and Autophagy HCS cell loss 18 h 4.
Screening CC(=NCCO)c1c(O)n(C2CCCCC2)c(=O)[nH]c1=O returned Ins promoter up -0.11, MT stabilize HCS 2.2, Autophagy HCS inactive, Dynein transport -0.15, XIAP antagonists -1.0%, WT yeast gro inh -8, CSM14.1 death rescue 11%, b-catenin transl -4.2, WT yeast gro inh mutant strain -13, Dynein transport cytoplasmic EGFP -0.2, Dynein transport nuclear GR-EGFP 0.15, Dynein transport cell count 0.2, Ins promoter up cell count 1226, b-catenin transl cell count 5 µM 969, MT stabilize HCS Hoechst-high % 2.0, MT stabilize HCS cytotoxicity % 6.4 and Autophagy HCS cell loss 18 h 3.

Bioassay records from PubChem BioAssay.

Some of the compounds tested; the hit share may differ from the screen's.
